# PTPN22 inh 2: LYP (human) phosphatase inhibition; Q9Y2R2; AID 640; recombinant LYP catalytic domain, DiFMUP fluorescence; inhibition, % at 2 µM; 0.21% of 96,000 active;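 active = inhibition at 2 µM at or above a set limit, the screen mean plus 3 SD, cut at about 24% in these data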;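 note: 0% = DMSO with enzyme and 100% = enzyme fully blocked by orthovanadate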
# EphB4 antag: blocks human EphB4 binding to ephrin-B2. EphB4 LBD / TNYL-RAW-Alexa532 peptide, fluorescence polarization. inhibition, % at 7 µM. 0.15% of 97,000 active. AID 720;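 active = inhibition above the screen-wide mean inhibition plus 3 SD, cut at about 15% in these data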;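 note: 0% = DMSO wells and 100% = excess unlabeled TNYL-RAW peptide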
# Pyk2 oligo antag: Pyk2 (human) oligomerization antagonism; Q293 cells, Pyk2 FERM NanoBiT luminescence; active compounds read low; 0.83% of 99,000 active; z-score (the deposit names both 25 µM and 10 µM);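 active = Z-score of -3 or lower, scaled per plate to the spread of control and sample wells; inactive = z-score above -3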;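 note: negative z-score means lost luminescence so less FERM oligomerization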
# PLK1 inh: inhibitors of human PLK1 kinase | P53350 | recombinant PLK1 kinase, TR-FRET peptide phosphorylation | inhibition, % at 10 µM | 0.53% of 97,000 active;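 active = inhibition of 50% or more in the single-concentration screen; inactive = inhibition below 50%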;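 note: 0% = DMSO max control and 100% = H-89 dihydrochloride min control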
# cytoskel mod: cytoskeleton assembly modification; 0.18% of 91,000 active; inhibition, % at 2 µM; HUVEC TNFa F-actin phalloidin imaging, high content; AID 836;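 active = inhibition above the batch mean plus 3 SD and confirmed as a hit by visual image inspection, cut at about 30% in these data, passing the limit was not always enough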; note: strong numbers were not always called active
# HIV Rev-RRE inh: disrupts HIV-1 Rev binding to RRE RNA. 0.79% of 97,000 active. Rev peptide-RRE RNA binding, FRET. AID 704. inhibition, % at 8 µM;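 active = inhibition above the screen-wide mean plus 3 SD, cut at about 35% in these data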;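 note: 0% = median DMSO wells and 100% = median Neomycin B control wells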
# Target sequence (P05866 whole entry, looked up): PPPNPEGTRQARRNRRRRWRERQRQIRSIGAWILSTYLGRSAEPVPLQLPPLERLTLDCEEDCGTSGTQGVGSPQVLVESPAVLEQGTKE
#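 Test system – labelled RRE RNA duplex and labelled Rev peptide · Reagent – labelled Rev peptide · Doses – one concentration, 8 µM nominal · Incubation – 5 + 15 min at 25 °C · Signal – FRET fluorescence readout · Read-out basis – % inhibition of FRET ratio versus controls · Control set – DMSO wells as 0% and neomycin B wells as 100% inhibition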
# FAK blocker: FAK (human) kinase inhibition | Q05397 | biochemical FAK kinase activity assay | inhibition, %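 (tested at 7 µM)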 | 0.84% of 97,000 active; in the data active = inhibition above about 19%;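 note: 0% = DMSO and 100% = reference compound high control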
# Target sequence (Q05397 whole entry, looked up): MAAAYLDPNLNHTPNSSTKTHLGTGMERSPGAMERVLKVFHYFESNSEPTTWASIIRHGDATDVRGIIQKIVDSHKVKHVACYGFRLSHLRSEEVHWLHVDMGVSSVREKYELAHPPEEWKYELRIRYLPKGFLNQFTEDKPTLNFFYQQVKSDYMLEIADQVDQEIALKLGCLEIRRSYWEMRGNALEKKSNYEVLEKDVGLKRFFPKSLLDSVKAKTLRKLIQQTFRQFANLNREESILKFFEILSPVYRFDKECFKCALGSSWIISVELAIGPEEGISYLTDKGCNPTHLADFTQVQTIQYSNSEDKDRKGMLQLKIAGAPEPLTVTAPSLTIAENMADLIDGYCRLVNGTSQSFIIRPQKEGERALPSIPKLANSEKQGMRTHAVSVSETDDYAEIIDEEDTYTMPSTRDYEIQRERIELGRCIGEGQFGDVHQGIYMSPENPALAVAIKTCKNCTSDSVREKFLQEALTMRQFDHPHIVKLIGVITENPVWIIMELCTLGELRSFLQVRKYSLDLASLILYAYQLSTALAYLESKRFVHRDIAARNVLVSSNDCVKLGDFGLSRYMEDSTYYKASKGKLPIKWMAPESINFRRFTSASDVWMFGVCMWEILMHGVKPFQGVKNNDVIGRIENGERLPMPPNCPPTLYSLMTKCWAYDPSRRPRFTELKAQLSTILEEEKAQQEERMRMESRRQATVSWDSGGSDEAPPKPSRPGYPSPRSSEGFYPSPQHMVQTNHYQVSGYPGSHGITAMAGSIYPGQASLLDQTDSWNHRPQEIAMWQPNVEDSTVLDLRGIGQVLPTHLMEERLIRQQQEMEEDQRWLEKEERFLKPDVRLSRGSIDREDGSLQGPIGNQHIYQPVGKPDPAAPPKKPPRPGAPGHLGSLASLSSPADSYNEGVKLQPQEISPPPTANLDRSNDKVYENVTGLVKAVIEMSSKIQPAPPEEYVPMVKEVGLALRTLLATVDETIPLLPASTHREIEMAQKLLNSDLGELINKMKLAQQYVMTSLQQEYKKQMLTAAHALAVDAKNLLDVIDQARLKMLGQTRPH
# LYP act: LYP (human) phosphatase activation | 0.11% of 96,000 active | AID 697 | recombinant LYP, DiFMUP fluorescence; 0 = plate median, 100 = signal doubled | activation, % at 2 µM | Q9Y2R2;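 active = activation at 2 µM above a set limit, the mean plus 5 SD, cut at about 37% in these data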
# Plk1 PBD FP: blocks phosphopeptide binding to human Plk1 polo box domain. P53350. Plk1 PBD phosphopeptide binding, fluorescence polarization. inhibition, %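 (tested at about 20 µM)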. 0.13% of 97,000 active. AID 693; in the data active = inhibition above about 34%, passing the limit was not always enough
# Starred values were filed as active, the others as inactive; . = not tested or not shown; [ ] = dose if it differs, or a comment.
SMILES,PTPN22 inh 2,EphB4 antag,Pyk2 oligo antag,PLK1 inh,cytoskel mod,HIV Rev-RRE inh,FAK blocker,LYP act,Plk1 PBD FP
COc1cc(C(Nc2ccccn2)c2ccc3ccc(C)nc3c2O)cc(OC)c1O (stereo not given),-6,8,-1.6,6,-15,1,-1,4,-32
Cc1ccc(C)c(N2CCN(CC(=O)Nc3ccc([N+](=O)[O-])cc3C(=O)Nc3ccccc3F)CC2)c1,0,-14,-0.22,-6,10,-4,1,0,-28
O=C(Oc1ccccc1N1C(=O)C2CCCCC2C1=O)c1ccc(Cl)cc1 (stereo not given),13,6,-0.55,-2,12,7,-3,-11,4
CCOc1ccccc1NC(=O)c1ccc(S(=O)(=O)N2CCOCC2)cc1,3,3,0.08,3,-67,1,2,-4,14
COc1cc(NC(=O)c2cc(OC)c(OC)c(OC)c2)c(OC)cc1NC(=O)CN1CCCCC1,1,-7,0.12,-6,-5,-1,0,0,-11
Oc1ccccc1-c1cc(C(F)(F)C(F)F)[nH]n1,-1,-6,-1.9,-12,14,5,4,4,8
COc1ccc(C(C(=O)NC2CCCCC2)N(Cc2cccs2)C(=O)Cc2c[nH]c3ccccc23)cc1 (stereo not given),13,-3,-2.5,-6,3,-1,-3,-10,-35
O=C(Nc1ccc(-n2cnnn2)cc1)C1CCCN1C(=O)NC1CCCCC1 (stereo not given),6,-5,2.1,2,-7,6,0,-5,-5
Cn1nc(CC(=O)NCc2ccc(C(F)(F)F)cc2)c2ccccc2c1=O,-1,6,-0.81,-12,5,9,1,0,-33
O=C1C2C(c3ccccc3)C=CC(c3ccccc3)C2C(=O)N1CCCO (stereo not given),-10,-9,-1.4,-13,2,8,0,11,4
CCn1ccc2cc(OC)ccc2c1=S,7,4,0.64,-3,-2,5,-4,-4,5
O=C(O)CC(c1ccccc1)n1cnnn1 (stereo not given),-4,-6,1.1,-10,.,6,4,2,-16
CCOC(=O)c1sc(=S)n(-c2cccc(OC)c2)c1N,2,-2,-0.39,-17,30,0,4,-4,3
Cc1ccccc1Cn1ccc(NC(=O)CCSc2nc(-c3ccco3)cc(C(F)(F)F)n2)n1,25*,1,-0.96,-2,26,3,-1,-21,8
COCCOC(=O)C1=C(C)N(Cc2ccccc2)C(=O)NC1c1ccc(OC)cc1 (stereo not given),0,4,-1.3,-10,6,12,-1,0,-12
COC(=O)c1cc(=O)n(Cc2ccco2)c(=Nc2ccc(F)c(Cl)c2)s1,4,-1,.,0,7,15,0,-5,-7
COc1ccc(OC)c(S(=O)(=O)Nc2ccccc2C)c1,-10,-6,-0.35,-4,-34,-2,2,4,27
CC(NC(=O)c1ccc(C(C)(C)C)cc1)C(=O)O (stereo not given),-2,3,0.6,-10,1,4,-1,4,6
COc1ccc(C)cc1NC1=C(Cl)C(=O)N(C2CCCCC2)C1=O,7,1,0.79,-11,10,17,0,-5,-40
COc1ccc(S(=O)(=O)N(Cc2ccccc2)Cc2nc(-c3ccccc3)no2)cc1,7,3,0.9,-15,-5,18,3,-3,13
CC(=O)Nc1ccc(NC(=O)C2CCN(c3c(Cc4ccccc4)c(C)nc4ncnn34)CC2)cc1,-2,-7,-0.09,-8,4,4,-3,2,5
Cc1ccc([N+](=O)[O-])cc1NC(=S)NC(=O)CC(C)(C)C,6,1,-0.87,-11,-22,5,1,-2,-12
CCOC(=O)Cc1nn(CCc2ccccn2)c(=O)c2ccccc12,12,-2,0.53,-7,12,0,-3,-13,-22
COc1cc(NS(=O)(=O)c2ccc(N/C=C\C(=O)c3ccc(C)cc3)cc2)nc(OC)n1,8,-6,-0.17,-5,-17,-2,6,-5,27
C=C(C)c1cccc(C(C)(C)NC(=O)Nc2ncccn2)c1,-2,-1,0.18,-9,74*,6,14,1,-11
Cn1nc(C(F)(F)F)c2cc(C(=O)Nc3ccc(Cl)cc3)sc21,-8,0,-2.3,-7,-18,5,-2,4,0
O=C(NC(=S)Nc1ccccc1)c1csnn1,13,-2,-0.01,-13,4,4,4,-11,0
Cc1ccc(Cc2c(C)nc3nc(SCC(=O)NCc4ccco4)nn3c2C)cc1,2,9,0.04,-6,15,12,-1,-3,11
Cc1ccc(S(=O)(=O)/C(C#N)=C/c2c(N3CCC(C(N)=O)CC3)nc3c(C)cccn3c2=O)cc1,-6,3,-2.4,4,-3,14,1,7,-4
Cc1ccccc1Cn1c(=N)n(CC(=O)c2ccco2)c2ccccc21,2,1,2.1,-12,19,9,2,-3,2
CC(=O)CCc1oc2ccc(NC(C)=O)cc2c1-c1ccc(C)o1,0,-1,-0.54,-12,8,1,2,-1,15
O=C(CCN1C(=O)c2ccccc2C1=O)N1CCOCC1,-8,6,-0.46,-3,25,8,0,7,7
CCCOc1ccc2c(=O)c(N3C(=O)c4ccccc4C3=O)c(C)oc2c1,-2,-7,-1.1,-1,-13,0,-4,8,5
O=C(Oc1ccc2c(c1)CCC2)N1CCOCC1,-13,4,1.3,-14,1,3,2,7,14
CCN(C(=O)Nc1ccccc1OC)c1c(N)n(Cc2ccccc2)c(=O)[nH]c1=O,-13,3,-0.77,-15,20,-2,0,12,-18
COC(=O)C1C2C=CC3(CN(c4cccc(Cl)c4)C(=O)C13)O2 (stereo not given),.,5,.,74*,.,13,-4,.,-34
COc1cc(NC(=O)C2CCN(S(=O)(=O)c3cccnc3)CC2)cc(OC)c1OC,-4,6,0.29,-1,6,-1,1,4,11
C=CCNc1nc(N2CCOCC2)c(C#N)c2c1CN(C)CC2,-8,2,0.02,-3,-26,11,11,6,2
NC(=O)CN1C(=O)C2C3C=CC(C3)C2C1=O (stereo not given),-3,-5,0.69,24,25,12,4,0,-6
Cc1ccccc1NC(=O)CSc1nc2cc3c(cc2cc1C)CCC3,10,-5,-0.88,-149,.,11,-18,-9,4
CN(CC(=O)NCc1ccc(F)cc1)S(=O)(=O)c1cccc2nsnc12,-5,-9,0.27,6,.,2,2,3,9
CC(C)C(=O)NC(C)C(c1cccs1)N1CCOCC1 (stereo not given),3,0,0.18,-2,-4,6,0,-5,7
COC(=O)c1sccc1NC(=O)c1cc(-c2cc(C)ccc2C)nc2ccccc12,10,3,0.5,-11,2,14,6,-7,-14
COc1ccc(N2CCN(C(=O)CSc3nnc(-c4ccc5[nH]c(C)c(C)c5c4)o3)CC2)cc1,-4,-1,-1.1,-18,-8,-3,4,2,1
Cc1ccnc2c(N3C(=O)C4C5C=CC(C5)C4(C)C3=O)cccc12 (stereo not given),-5,1,.,-7,16,7,-5,4,-1
Cc1cc(NC(=O)c2ccc3nc(C)sc3c2)no1,4,-9,0.63,0,15,3,-1,-4,17
O=C(NCCNS(=O)(=O)c1ccccc1)c1cc(OCC(F)(F)F)ccc1OCC(F)(F)F,12,0,-0.08,-11,15,11,3,-9,-27
Cc1cccc2cc(CN(Cc3ccccc3)C(=O)N3CCOCC3)c3nnnn3c12,5,4,.,-12,-4,-1,-1,-5,-38
CCCCCCOc1ccc(C(=O)n2cnc(N)n2)cc1,12,-6,0.01,9,13,7,-4,-13,20
Cc1ccc(CCNC(=O)C23CN(Cc4ccccc4)CC2C(c2cccc([N+](=O)[O-])c2)=NO3)cc1 (stereo not given),5,8,.,-11,-14,5,-2,-8,2
COc1ccc(CN(CC(=O)NCC2CCCO2)C(=O)CCC(=O)Nc2cc(C)ccn2)cc1 (stereo not given),-3,0,0.38,-2,-12,6,0,5,12
CN(C)c1ccc(/C=C/C(=O)c2cccc(Br)c2)cc1,-1,1,-0.27,-38,18,131*[fluorescence artefact?],0,4,-181
CC1(C)N=C(N)N=C(N)N1c1cccc(C(=O)O)c1,9,-1,2.4,-27,-5,4,-2,-12,-31
CCOC(=O)C1CCN(c2nc3ccccc3nc2C(C#N)C(=O)OC(C)C)CC1 (stereo not given),9,6,-1.3,-11,7,15,-1,-8,-10
O=C1CC(C(=O)N2CCOCC2)C2(CCCCC2)O1 (stereo not given),5,3,1.7,-8,.,4,3,-4,-21
O=C(CCN1C(=O)c2ccccc2C1=O)Nc1ccc(S(=O)(=O)NC2=NCCCCC2)cc1,6,0,0.46,-1,-42,0,-7,-7,26
Cc1cccc(NC(=O)c2cc(NC(=O)C3CC=CCC3C(=O)O)ccc2N2CCOCC2)c1 (stereo not given),6,-8,0.95,-8,-3,1,1,-10,-2
Cc1c(C(=O)Nc2cccc([N+](=O)[O-])c2)csc1-c1ccccc1,-2,2,-1.7,0,9,9,-8,4,-33
CC(C)c1ccccc1OCCCCCNCCO,-2,5,0.24,-10,-12,2,3,3,23
N#CC1=C(N)C(C#N)(C#N)[C@H](c2ccsc2)[C@H]2COCC=C12,5,-2,0.88,-6,-25,36,1,-2,-26

# Given with tabs: 2 of the compounds above.
SMILES	PTPN22 inh 2	EphB4 antag	Pyk2 oligo antag	PLK1 inh	cytoskel mod	HIV Rev-RRE inh	FAK blocker	LYP act	Plk1 PBD FP
COc1cc(NC(=O)c2cc(OC)c(OC)c(OC)c2)c(OC)cc1NC(=O)CN1CCCCC1	1	-7	0.12	-6	-5	-1	0	0	-11
Oc1ccccc1-c1cc(C(F)(F)C(F)F)[nH]n1	-1	-6	-1.9	-12	14	5	4	4	8

# 3 structures out of the list, ordered by heavy-atom count, ascending:
SMILES,PTPN22 inh 2,EphB4 antag,Pyk2 oligo antag,PLK1 inh,cytoskel mod,HIV Rev-RRE inh,FAK blocker,LYP act,Plk1 PBD FP
CC(C)c1ccccc1OCCCCCNCCO,-2,5,0.24,-10,-12,2,3,3,23
CCOC(=O)C1CCN(c2nc3ccccc3nc2C(C#N)C(=O)OC(C)C)CC1 (stereo not given),9,6,-1.3,-11,7,15,-1,-8,-10
COc1ccc(N2CCN(C(=O)CSc3nnc(-c4ccc5[nH]c(C)c(C)c5c4)o3)CC2)cc1,-4,-1,-1.1,-18,-8,-3,4,2,1

# Remaining list, next part.
SMILES,PTPN22 inh 2,EphB4 antag,Pyk2 oligo antag,PLK1 inh,cytoskel mod,HIV Rev-RRE inh,FAK blocker,LYP act,Plk1 PBD FP
O=C(c1ccc(-n2cccc2)cc1)N1CCOCC1,9,2,0.61,-2,2,5,-2,-9,-14
Cc1ccc(OCC(=O)N2CC3(C)CC2CC(C)(C)C3)cc1 (stereo not given),11,5,0.75,-9,-16,-1,1,-11,14
C=CCOC(=O)C1=C(C)OC(N)=C(C#N)C1c1ccoc1 (stereo not given),-6,2,0,-3,4,28,-3,9,-41
Cc1cc(-n2c(C)cc(C(=O)CSc3ccc4c(c3)OCCO4)c2C)no1,-10,5,0.48,-3,12,0,2,7,16
COc1ccc(/C=N/n2cnnc2SCc2ccccc2)cc1,-3,0,-0.7,-8,10,5,2,2,-1
O=C(/C=C/c1cccc(Cl)c1)c1nc2ccccc2[nH]1,5,-2,-1.4,-10,-22,10,-1,-2,-14
O=C1Cc2ccccc2C(=O)N1Cc1ccccc1,-10,1,-2.2,-2,.,4,54*,12,-8
CCOC(=O)C1CCN(C(=O)c2cccc(Cl)c2)CC1,7,-6,0.05,-25,-5,2,0,-7,-8
O=C(Nc1ccc2oc(-c3cccc4ccccc34)nc2c1)c1ncn[nH]1,52*,1,1.3,-9,10,1,4,-54,-24
FC(F)(F)c1ccc(CN2CCCCCC2)cc1,-8,-5,1.6,-13,-13,5,0,9,2
COc1cccc(-n2nnnc2SCC(=O)NCCc2ccccc2)c1,-3,4,1.6,-11,-22,5,2,0,-41
CCOc1ccccc1NC(=O)Cn1c(=O)n(CCC(=O)NC2CCCC2)c(=O)c2ccccc21,-9,-4,1.8,-6,1,7,-2,13,-9
COC(=O)c1ccc2nc(C)c(C)nc2c1,-6,1,0.26,-8,-6,5,2,8,-5
Cn1c(CNc2ccccc2O)nc2ccccc21,-2,7,.,-2,-5,12,2,2,4
COc1ccc(S(=O)(=O)Nc2cc3c(C(C)=O)c(C)oc3c3ccccc23)cc1,9,6,0.37,-2,.,13,0,-8,-12
CCOC(=O)c1ccccc1NC(=O)CN(c1ccccc1)S(=O)(=O)N(C)C,2,3,-1.7,-6,10,4,0,-7,7

# High-throughput results deposited in PubChem by several laboratories.

# Random draw from the library; 3.5% or so of the library scored in one or more.
